Source: PubChem BioAssay
LDHA inh: qHTS assay for inhibitors of human lactate dehydrogenase; purified LDHA, NADH/diaphorase-resazurin fluorescence; hits give low values; activity change, % (values are at about 110 or 230 µM); 480,000 tested, 0.15% active; L-lactate dehydrogenase A chain (Homo sapiens), P00338; AID 1347041, 2019; in the data active = activity change below about -30%;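 note: plate controls were DMSO wells for no effect and wells without enzyme for full effect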
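LDH5 2 nM; NADH 0.06 mM, pyruvate 0.2 mM; 200 mM Tris pH 7.4, EDTA, Tween-20; 5 min RT. Detection: diaphorase 0.133 mg/mL + resazurin 37 µM, fluorescence ex540/em590 at 0 and 20 min; normalized to enzyme-free and DMSO wells.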
* = called active by the depositor.

SMILES	LDHA inh
Cn1c(=O)c2c(nc(CN3CCc4ccccc4C3)n2CCCc2ccccc2)n(C)c1=O	-23
CCCn1nc(C(=O)Nc2cc(S(=O)(=O)N3CCCCC3)ccc2C)c2ccccc2c1=O	11
O=C(Nc1ccccc1)c1cc(-c2ccncc2)nc2ccccc12	5
CN(Cc1ccco1)C(=O)COc1ccc(N(C)S(=O)(=O)c2cccs2)cc1	-2
Cc1ccc(-c2nnc(SCC(=O)NCc3ccccc3)n2N)cc1	0
CC(C)C(NC(=O)C(c1ccccc1)C1CCCC1)c1ccccc1 (configuration not stated)	-2
Cn1nc(-c2ccc(Cl)cc2)c2cc(C(=O)Oc3ccccc3Cl)sc21	1
Cc1ccc(N2CC(c3nc(-c4ccc(N(C)C)cc4)no3)CC2=O)cc1C (configuration not stated)	-1
CCOC(=O)c1cnc2c(C)cc(C)cc2c1Nc1cccc(O)c1	0
COc1cccc(C(=O)NCC(=O)N(C)CC(=O)Nc2cccc(F)c2)c1	-3
NC(=O)C(Oc1ccc(Cl)c(Cl)c1)c1ccccc1 (configuration not stated)	4
O=C(NCc1ccccn1)C1c2ccccc2C(=O)N(C2CCCC2)C12CCCC2 (configuration not stated)	-3
CCOc1c(C(=O)OC)sc2ccc(NC(=O)c3ccccc3F)cc12	5
CC(NC(=O)Cc1csc2nc(-c3ccccc3)cn12)c1ccc(S(C)(=O)=O)cc1 (configuration not stated)	1
COc1cc(-c2noc(-c3ccc(C(C)(C)C)cc3)n2)cc(OC)c1OC	-1

Going on with the list.
SMILES	LDHA inh
Fc1ccc(-c2ccn[nH]2)cc1	0
CC(Sc1cc(C(N)=O)c2ccccc2n1)c1nc(C(C)(C)C)no1 (configuration not stated)	2
CCc1ccc(C(NC(=O)Cn2nc(C)c3ccccc3c2=O)C(C)C)cc1 (configuration not stated)	-6
Cc1nc(-c2cccs2)c(CCC(=O)N2CCN(c3ccccc3)CC2)s1	-1
CC1(C(=O)OCC(=O)c2ccc(Br)cc2)CC1(Cl)Cl (configuration not stated)	5
CCOc1cccc(C=Nc2cccc3ccccc23)c1	26
O=C(COc1ncnc2ccccc12)Nc1ccc(Oc2ccccc2)cc1	4
Cn1c(=O)[nH]c(=O)c2c1ncn2CC(=O)NCc1ccco1	-1
O=[N+]([O-])c1ccc(Oc2ccc(-c3ccccc3)cc2)c2ccncc12	3
CCOC(=O)c1cnc(SCC(=O)Nc2ccc(C)cc2Cl)nc1N	-1
O=S(=O)(c1ccc2c(c1)OCCO2)N1CCN(S(=O)(=O)c2ccc(Br)cc2F)CC1	-5
CCCCCCCNC(=O)CCC(=O)NCCC	1
CCOc1ccccc1Oc1coc2cc(OCc3cc(C)ccc3C)ccc2c1=O	7
O=C(CSc1nnc2n(-c3ccccc3)c(=O)c3ccccc3n12)Nc1ccc(OC(F)F)cc1	6
CCCNc1c(NC(=O)c2cc(Cl)ccc2OC)c(=O)oc2ccccc12	-14

Carrying on.
SMILES	LDHA inh
COc1cccc(N2C(=O)c3ccccc3NC2c2cn(C)c(=O)n(C)c2=O)c1 (configuration not stated)	-2
Cc1c(OCCC(C)C)ccc2c(C(F)(F)F)cc(=O)oc12	6
Cc1c(C(=O)Nc2nonc2-c2cccs2)oc2ccccc12	1
COc1ccc(-c2ocnc2C(=O)Nc2ccccc2C)cc1OC	7
CCN(CC)S(=O)(=O)c1ccc(NC)c(N)c1	17
Cc1ccc(O)c(C(=O)/C=C/c2ccc(Cl)cc2Cl)c1	0
COc1ccc(C(=O)N2CCc3c(sc4ncnc(N)c34)C2)cc1OC	-1
Cn1c(=O)[nH]c(=O)c2c1nc(N1CCN(CC(N)=O)CC1)n2Cc1ccc(Cl)cc1Cl	-2
Cc1sccc1/C=N/NC(=O)C1CC1	-8
CSCc1c(C(=O)NCc2nnc3n2CCCCC3)oc2ccccc12	-18
COc1ccccc1NC(=O)N1CCC(Cc2ccccc2)CC1	7
CCCN1CCN(C(=O)c2cccc(C(F)(F)F)c2)CC1	-4
O=C(NCCNc1ccccn1)Nc1ccccc1	1
CCCCc1ccc(C(=O)NCc2ccncc2)cc1	1
CCc1[nH]c(C(=O)OCC(=O)NC2CCCCC2)c(C)c1C(=O)OC	-3

Copied from the listing for reference:
SMILES	LDHA inh
CCCCCCCNC(=O)CCC(=O)NCCC	1
CCOc1ccccc1Oc1coc2cc(OCc3cc(C)ccc3C)ccc2c1=O	7
O=C(CSc1nnc2n(-c3ccccc3)c(=O)c3ccccc3n12)Nc1ccc(OC(F)F)cc1	6
CCCNc1c(NC(=O)c2cc(Cl)ccc2OC)c(=O)oc2ccccc12	-14
COc1cccc(N2C(=O)c3ccccc3NC2c2cn(C)c(=O)n(C)c2=O)c1 (configuration not stated)	-2
Cc1c(OCCC(C)C)ccc2c(C(F)(F)F)cc(=O)oc12	6
Cc1c(C(=O)Nc2nonc2-c2cccs2)oc2ccccc12	1
COc1ccc(-c2ocnc2C(=O)Nc2ccccc2C)cc1OC	7
CCN(CC)S(=O)(=O)c1ccc(NC)c(N)c1	17
Cc1ccc(O)c(C(=O)/C=C/c2ccc(Cl)cc2Cl)c1	0
COc1ccc(C(=O)N2CCc3c(sc4ncnc(N)c34)C2)cc1OC	-1
Cn1c(=O)[nH]c(=O)c2c1nc(N1CCN(CC(N)=O)CC1)n2Cc1ccc(Cl)cc1Cl	-2
Cc1sccc1/C=N/NC(=O)C1CC1	-8
CSCc1c(C(=O)NCc2nnc3n2CCCCC3)oc2ccccc12	-18
COc1ccccc1NC(=O)N1CCC(Cc2ccccc2)CC1	7
CCCN1CCN(C(=O)c2cccc(C(F)(F)F)c2)CC1	-4

The list goes on:
SMILES	LDHA inh
CN(Cc1cccc2ccccc12)C(=O)Cc1cccc2cccnc12	-2
CCC(C(=O)Nc1ccc(OC)cc1)n1nnc(C(=O)OC)c1C(=O)OC (configuration not stated)	-5
C=CCn1c(Sc2ncccn2)nc2c1c(=O)[nH]c(=O)n2C	-1
O=C(NC1CCC(C(F)(F)F)CC1)C1CCCO1 (configuration not stated)	-2
Cc1ccc(C(=O)NCCC23CC4CC(CC(C4)C2)C3)cc1	1
COc1ccc(/C=C2\Oc3cc(OS(C)(=O)=O)ccc3C2=O)c(OC)c1	-1
O=S(=O)(NCc1ccnc(N2CCOCC2)c1)c1ccc(Cl)cc1C(F)(F)F	7
Cc1ccc(-n2c(SCC(=O)Nc3ccc4c(c3)OCCO4)nnc2N2CCOCC2)cc1	11
O=C(O)Cn1cc(C(C(=O)O)N2CCN(Cc3ccccc3)CC2)c2ccccc21 (configuration not stated)	-9
CC(C)(C)OC(=O)NCCC(=O)NC1CCCC1	-1
COc1ccc(Cl)cc1-n1c(=O)c(C#N)cc2c(=O)n3cccc(C)c3nc21	-7
Cc1c(P(=S)(c2ccccc2)c2ccccc2)c2ccccc2n1C/C=C/c1ccccc1	-6
O=C(O)c1cc(/C=C/c2csc(-c3ccc(Cl)cc3)n2)nc2ccccc12	4
c1ccc2sc(CSc3ccc4c(c3)OCCO4)nc2c1	9
Cc1ccc(S(=O)(=O)N(CC(=O)NCc2ccncc2)c2ccc(Cl)c(C(F)(F)F)c2)cc1	-24

Other entries
SMILES	LDHA inh
Cn1nc(C2CC2)c2c(C(F)(F)F)cc(-c3ccc(Cl)c(Cl)c3)nc21	-1
CCOC(=O)C(NC(=O)/C=C/c1cccs1)C(=O)OCC	10
Cc1nc(C)c(C(=O)c2ccccc2)cc1C(=O)c1ccccc1	4
O=C(CC1C(=O)OCCN1Cc1ccccc1)Nc1cc(Cl)cc(Cl)c1 (configuration not stated)	2
C=C(C)Cn1c(N(CC)CC)nc2c1c(=O)n(C)c(=O)n2C	3
CC1CCCC(NC(=O)CCC2CCCO2)C1 (configuration not stated)	2
C=CCOc1ccc(C=Nc2ccc(C)cc2C)c(O)c1	15
CCc1ccc(CNC(=O)c2ccccc2SC)s1	-2
O=C(O)CN(CCc1ccccc1)CC(=O)O	-13
Oc1c(C=Nc2ccc(Cl)c(C(F)(F)F)c2)ccc2ccccc12	-2
COc1ccc(-c2nc(S(=O)(=O)c3ccc4c(c3)OCCO4)c(N3CCOCC3)o2)cc1	0
Cc1cccc2[nH]cc(C(=O)/C(C#N)=C\c3ccc(C#N)cc3)c12	10
CC(C)(C)OC(=O)n1c2ccsc2c2cnn(Cc3ccccc3F)c(=O)c21	-15
O=C(Nc1ccc(I)cc1C(F)(F)F)c1ccc(-c2ccccc2)cc1	-5
CC(C)c1noc(C(C)Sc2nc(C3CC3)nc3ccccc23)n1 (configuration not stated)	4

Continued:
SMILES	LDHA inh
Cc1cccc(NC(=O)CSCn2nnc3c(=O)[nH]c(Cc4ccc(F)cc4)nc32)c1C	1
CC1Cc2ccccc2N1C(=O)Cn1c(=O)c2c(ncn2C2CCCC2)n(Cc2ccccc2)c1=O (configuration not stated)	-2
CCOCCCNC(=O)c1cccc(C#N)c1	-5
COc1cccc(C2c3c(ncn(-c4ccc5c(c4)OCO5)c3=N)Oc3ccc4ccccc4c32)c1 (configuration not stated)	9
CNC(=O)c1nn(CC(=O)Nc2ccc(OC)cc2OC)c(=O)c2ccccc12	13
COc1ccc(C2=NS(=O)(=O)N(C)C(C(=O)Nc3ccn(Cc4ccccc4C)n3)=C2)cc1	4
COc1ccc2c(c1)c(C(C(=O)O)N1CCN(Cc3cccnc3)CC1)cn2CCC(=O)O (configuration not stated)	2
CCN(CC)S(=O)(=O)c1ccc(C)c(NC(=O)Cc2ccccc2F)c1	-2
CCNC(=O)Cn1nc(C)c2c(C(=O)OC)cc(C3CC3)nc21	1
CCc1cccc(NC(=O)CC2(C(=O)O)CCCCC2)c1	1
C=CCNC(=S)NNC(=O)Cc1ccccc1	-10
Cc1cccc(OCCNC(=O)Cc2n[nH]c(=O)c3ccccc23)c1	14
CCn1nc(C(=O)N(C)CCOc2cccc(C)c2)c2ccccc2c1=O	1
O=CNNC(=S)Nc1ccccc1C(F)(F)F	2
CCCCCCc1ccc(C(=O)Nc2cccc(C)c2)cc1	16

(next part)
SMILES	LDHA inh
CC(C)(CNC(=O)c1cc(-c2ccccc2)no1)N1CCOCC1	7
CN(C)S(=O)(=O)c1ccc(-c2nc(C#N)c(NCc3ccc(F)cc3)o2)cc1	-6
O=C(CNc1ccc(C(F)(F)F)cc1)Nc1cccc(F)c1	-2
O=C(Nc1c(-c2ccccc2)nc2sccn12)c1cccc(S(=O)(=O)N2CCCC2)c1	9
CCC(CC)NC(=O)/C=C/c1ccc(Cl)cc1	1
CCCCNC(=O)c1cc(-c2ccc(OC)cc2)nc2ccccc12	1
COc1cccc(C(=O)NCCc2csc(-c3ccccn3)n2)c1	6
Cn1cnc2c1c(=O)n(CCCn1nnc(-c3ccc(F)cc3)n1)c(=O)n2C	-9
Cc1cc(=O)oc2c(C)c(OC(=O)CN3C(=O)NC4(CCCC4)C3=O)ccc12	-4
Cc1ccc(SCCOc2ccccc2C=O)cc1	-5
COc1ccc2c(C)c(CC(=O)Nc3nnc(C(C)(C)C)s3)c(=O)oc2c1OC	-11
O=C(Nc1ccc(F)c(F)c1F)c1ccc2ccccc2n1	-3
Cc1cc(C(=O)CSc2nc3ccccc3o2)c(C)n1C	5
COC(=O)C(NC(=O)Nc1ccccc1)C12CC3CC(CC(C3)C1)C2 (configuration not stated)	10
O=C(NC1CCCCCC1)c1cnn2c(C(F)(F)F)cc(-c3ccco3)nc12	10

The listing continues.
SMILES	LDHA inh
Cc1ccc(NC(=O)NCc2nc(-c3ccccc3C)oc2C)cc1F	8
CCCN(CCC)Cc1c(C)[nH]c2ccc(Br)cc2c1=O	-31*
N#Cc1ccc(-c2ccc3c(c2)OCO3)nc1SCC(=O)Nc1ccccc1Cl	-2
CC(C)(C)c1cc(NC(=O)Nc2cc(Cl)cc(Cl)c2)no1	-1
CNC(=O)c1cccc(OCc2coc(-c3cccc(F)c3)n2)c1	2
CCCCn1c(-n2nc(CC)cc2CC)nc2c1c(=O)[nH]c(=O)n2C	-2
Cc1ccc(CNC(=O)CCCc2nc3ccccc3o2)cc1	13
CC1=NS(=O)(=O)NC(C)=C1CCC(=O)Nc1ccc(C(C)C)cc1	0
O=C(Nc1ccc(S(=O)(=O)Nc2cnc3ccccc3n2)cc1)c1ccc(Oc2ccccc2)cc1	-1
CCN(CC)S(=O)(=O)c1ccc2c(c1)cc(C(=O)NC(C)Cc1ccco1)n2C (configuration not stated)	-4
COc1ccc(C2CC(c3ccccc3)=NN2C(=O)c2ccc(C)cc2)cc1 (configuration not stated)	2
CC(C)(C)c1ccc(/C=N/NC(=O)Cc2ccc(Br)cc2)cc1	5
Cc1ccc(NC(=O)CN2C(=O)S/C(=C\c3cccn3-c3ccc(C(=O)O)cc3)C2=O)cc1	-3
CC(C)c1cc(C(=O)N2CCC(C(=O)N3CCCCCC3)CC2)c2ccccc2n1	6
CCOc1ccc(-c2nc(Cn3nnc(C(=O)NCc4ccc(Cl)cc4)c3N)c(C)o2)cc1OC	1

More structures
SMILES	LDHA inh
CCCC1NC(=O)N(Cc2cc(F)cc3cccnc23)C1=O (configuration not stated)	2
CC(OC(=O)c1cc[n+]([O-])cc1)C(=O)Nc1cccc2ccccc12 (configuration not stated)	-2
CC(NC(=O)CCc1ccco1)C1CCCO1 (configuration not stated)	-8
O=C(Cn1nnc(-c2ccccc2)n1)N1CCC(c2nc3ccccc3s2)CC1	7
O=C(O)CCS(=O)(=O)CCC(=O)O	0
O=C(COC(=O)COc1ccccc1F)Nc1ncc(C(F)(F)F)cc1Cl	3

An excerpt; count on the stated rates, not on these rows.
